Bioassay records: PubChem BioAssay, several laboratories
West Nile virus CPE – West Nile virus antiviral activity, cell-based, CPE readout (AID 1621); CPE inhibition, % at 10 µM; hits with a dose series show IC50 in µM; West Nile virus-infected cells, CPE inhibition; higher % means a stronger effect; 290,000 compounds, 0.02% hits; in the data active = a potency from the dose series; inconclusive = CPE inhibition mostly from about 3.7% at the one dose, without a potency; inactive = the rest, 99 in 100 with CPE inhibition below about 2.2%; note: strong numbers were not always called active
WT yeast gro inh – growth inhibition of WT strain, primary screen, mitochondrial fusion inhibitor project, WT and mutant strains, chemical genetic; mitochondrial fusion phenotypic screen; inhibition, % at 10 µM; 190,000 compounds, 2.1% hits; in the data active = inhibition above about 58%; tested in S. cerevisiae
SV40 large T antigen – SV40 large T antigen inhibitors, biochemical (AID 1903) | 310,000 compounds, 0.39% hits | inhibition, % at 20 µM, or IC50 in µM where a hit was titrated | SV40 large T antigen ATPase/helicase inhibition assay; higher % means a stronger effect; in the data active = a potency from the dose series; inconclusive = inhibition mostly from about 32% at the one dose, without a potency; inactive = the rest, 99 in 100 with inhibition below about 32%; note: strong numbers were not always called active
NS5 inhibitors – Dengue-2 NS5 methyltransferase inhibitors, primary screen, biochemical, confirmation dose response (AID 588689). Genome polyprotein (Dengue virus type 2 (strain 16681-PDK53)). Dengue-2 NS5 methyltransferase capping enzyme assay, biochemical; higher % means a stronger effect. inhibition, % at 25 µM, or IC50 in µM where a hit was titrated. 340,000 compounds, 0.3% hits; in the data active = a potency from the dose series; inconclusive = inhibition above about 29% without an active follow-up result
Yfh1-off respiration – enhancers of respiration in Yfh1-depleted yeast, dose response, Friedreich's ataxia, plus single-dose screen (AID 1465); one-dose fold induction at 50 µM; EC50 in µM for titrated hits; S. cerevisiae Yfh1-off respiration, WST-1 reduction, 72 h; higher fold induction means a stronger effect; 220,000 compounds, 0.074% hits;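 active = fold induction of absorbance versus untreated yeast above a set limit, then at least 30% activation at any dose in follow-up; inconclusive = repeats straddling the limit, or above it without dose testing; inactive = fold induction below the set limit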;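 note: activators that raise dye reduction in frataxin-depleted yeast; strong numbers were not always called active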
UTI89 phage lysis – inhibition of K1F phage lysis, E. coli UTI89, bacterial capsule biogenesis inhibitors, alamar blue (AID 488966). 340,000 compounds, 0.02% hits. E. coli UTI89 K1F phage lysis, alamar blue, 2 h; higher % means a stronger effect. inhibition, % at 100 µM; hits with a dose series show IC50 in µM;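 active = phage lysis inhibition, versus mean bacterial control, above a set limit; inconclusive = no clear call, values can overlap the other calls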;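 note: capsule biogenesis inhibitors block K1F phage lysis so surviving cells raise fluorescence; higher fluorescence means more inhibition of phage lysis; actives were called in the ten point dose series up to 300 µM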
RSV CPE inhibition – RSV antiviral activity via CPE protection, HEp-2 cells, primary 10 µM value included (AID 2391); HEp-2 cells, RSV-induced CPE inhibition; higher % means a stronger effect; CPE inhibition, % at 10 µM; hits with a dose series show IC50 in µM; 310,000 compounds, 0.13% hits; in the data active = a potency from the dose series; inconclusive = CPE inhibition mostly from about 23% at the one dose, without a potency; inactive = the rest, 99 in 100 with CPE inhibition below about 21%; note: strong numbers were not always called active
CSM14.1 death rescue – rescue of cells from ER stress-induced death, primary screen, 384-well, CSM14.1, thapsigargin, ATP luminescence (AID 1222); cellular ATP content (survival), % at 20 µM, or EC50 in µM where a hit was titrated; 190,000 tested, under 10 active; CSM14.1 thapsigargin-induced death rescue, ATP luminescence; higher % means a stronger effect;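 active = EC50 below 50 µM in the dose-response confirmation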;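 note: death triggered by thapsigargin at about 15 µM added after 2 h compound pretreatment; cell ATP read after overnight thapsigargin exposure of roughly 18 to 22 hours; normalized against plate controls of thapsigargin alone and 5% DMSO vehicle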
XIAP displacement – XIAP antagonists, biochemical, IAP family, fluorescence polarization (AID 1018); XIAP BIR domain, fluorescence polarization peptide displacement; higher % means a stronger effect; displacement, % at 20 µM; hits with a dose series show IC50 in µM; E3 ubiquitin-protein ligase XIAP (Homo sapiens); 200,000 compounds, 0.007% hits; in the data active = displacement above about 50%; note: a part of the inactive calls stands beside numbers as strong as those of hits
WT yeast gro inh mutant strain – recorded beside WT yeast gro inh, whose call it bears; inhibition, %; mitochondrial fusion phenotypic screen, mutant strain inhibition
* marks the source's active call; other numbers are inactive results; i = inactive; ? = inconclusive; / = no result given; [ ] = another dose, or the depositor's remark.

structure | CSM14.1 death rescue | West Nile virus CPE | WT yeast gro inh | NS5 inhibitors | XIAP displacement | WT yeast gro inh mutant strain | UTI89 phage lysis | RSV CPE inhibition | Yfh1-off respiration | SV40 large T antigen
COc1cc(NC(=O)c2ccc3c(c2)OCO3)ccc1NC(=O)c1cccs1 | -0.4% | -0.1% | 0 | -9% | -2.2% | -12 | 0.2% | 2.4% | i | 14%
O=C(COC(=O)c1ccc([N+](=O)[O-])o1)Nc1cccc(S(=O)(=O)N2CCOCC2)c1 | -2.2% | -0.3% | -7 | 1% | -23% | -2 | -1.3%[50 µM] | 1.4% | i | 10%
Cc1ccc(C(=O)NNC(=O)C2CCN(c3nc(C)cc(C)n3)CC2)cc1 | -0.6% | 0.4% | -11 | -3% | -1.5% | -33 | 0.4% | 2.1% | i | -7%
CN1C(=O)N(C)C2(c3ccccc3)N(C)C(=O)NC12c1ccccc1 (stereo unspecified) | -0.9% | 0.0% | 17 | -3% | -2.2% | -14 | 0.4% | 0.2% | i | 5%
Cn1cc([N+](=O)[O-])c(C(=O)Nc2sc3c(c2C#N)CCC3)n1 | / | -0.3% | / | -6% | / | / | 0.6% | 20% | / | 16%
COc1ccc(-c2cc(C(=O)Oc3ccc([N+](=O)[O-])cc3)c3ccccc3n2)cc1 | -5.2% | 0.1% | 26 | -7% | 1.0% | 29 | -0.1% | 2.1% | i | 3%
O=c1cc[nH]c2c(C(F)(F)F)cccc12 | -2.0% | -0.1% | 11 | 2% | 1.3% | 2 | -1.5% | 3.0% | i | 8%
COc1ccccc1-n1c(=O)c2c3c(sc2n2c(=S)[nH]nc12)CCC3 | -0.8% | 0.5% | 10 | 8% | -0.7% | -4 | 0.1% | -1.8% | i | 30%
Cc1sc2nc(SCC(=O)c3cccs3)n(Cc3ccco3)c(=O)c2c1C | -1.5% | ? | 3 | 2% | -1.7% | 9 | -0.5% | -1.2% | i | 10%
CCCn1nnnc1NC(=O)COc1ccc(Cl)c(C)c1 | 0.4% | 0.1% | 6 | -4% | -6.1% | 1 | 3.5% | 1.0% | i | 3%
Cc1onc(-c2ccccc2Cl)c1NC(=O)NCc1cccs1 | / | -1.1% | / | 3% | / | / | 2.7% | 1.1% | i | 8%
Cc1cccc(C)c1NC(=O)C1CCCN1S(=O)(=O)c1ccc2c(c1)n(C)c(=O)c(=O)n2C (stereo unspecified) | / | -0.7% | / | 9% | / | / | 5.7% | -0.1% | / | /
O=C(CSc1ncnc2ccccc12)Nc1ccc2c(c1)OCO2 | -1.9% | 0.2% | -5 | -3% | -2.5% | 3 | 0.0% | -0.4% | i | 0%
Cc1sc2nc(CN3CCCCC3)nc(Cl)c2c1C | -1.8% | -1.6% | -5 | 3% | -2.4% | 7 | 2.0%[50 µM] | 0.5% | i | -2%
CCOc1ccc(-n2c(SCC(=O)Nc3ccc4c(c3)OCO4)nc3c(c2=O)SCC3)cc1 | -2.0% | / | -2 | -6% | -1.5% | -2 | -1.1% | / | / | /
CCCCCN(C(=O)CCC(=O)OCC(=O)N(CC#N)c1ccccc1)c1c(N)n(CCCC)c(=O)[nH]c1=O | / | / | / | 5% | / | / | 0.9%[50 µM] | 0.5% | / | 11%
COc1ccc(CNC(=O)CCCSc2ccccc2)cc1 | / | -0.6% | / | -9% | / | / | 0.4% | 0.8% | / | 25%
CCOC(=O)C1=C(C)NC(=O)CC1c1ccccc1OC (stereo unspecified) | -0.8% | -0.4% | -18 | -8% | -6.1% | -16 | -0.4% | -0.2% | i | 5%
COc1ccc(CCNC(=O)c2cc(S(=O)(=O)N3CCOCC3)ccc2N2CCCC2)cc1OC | / | / | / | 1% | / | / | 1.5%[50 µM] | -0.3% | / | 10%
COC(=O)c1cc(N=C(N)N=C(N)N)cc(C(=O)OC)c1 | / | -0.3% | / | 0% | / | / | 0.5% | / | i | 14%
O=P(O)(c1ccccc1)c1ccccc1O | -1.3% | / | -5 | 2% | 0.8% | 0 | 1.0% | 0.3% | / | 6%
N#Cc1c(N2CCCCC2)nc(N)c2c(N)nc(SCC(=O)O)cc12 | / | 0.9% | / | 55% | / | / | 0.0% | 2.2% | i | 80%
O=C(NCCc1cccc(F)c1)C1CCN(S(=O)(=O)c2ccc(F)cc2)CC1 | / | -1.1% | / | 6% | / | / | 0.1% | -0.7% | / | -7%
CSc1nnc(C)c(=O)n1COC(=O)c1ccccc1 | -0.3% | 0.1% | -9 | 2% | -0.2% | -1 | 0.1% | 0.7% | i | 10%
S=c1[nH]cc(Cc2ccccc2)s1 | -5.7% | -0.3% | 13 | -7% | -3.4% | 7 | -0.2% | -0.5% | i | 17%
CCCC(=O)Nc1nnc(S(=O)(=O)N(C)Cc2ccco2)s1 | / | -0.4% | / | 26% | / | / | 0.6% | 0.6% | / | 34%
O=C(Nc1cccnc1Cl)c1cccs1 | / | -0.2% | / | -6% | / | / | 0.0% | 1.2% | / | 9%
CCC(CC)NC(=O)Cc1ccccc1OC | -2.1% | 0.3% | 2 | -1% | -2.1% | 4 | 0.6% | 0.8% | i | 10%
CC(Sc1nc(-c2ccccc2)cc(=O)[nH]1)C(=O)O (stereo unspecified) | 5.3% | -0.3% | 3 | 1% | -2.8% | -10 | -0.1% | 1.1% | i | 8%
COc1ccc(C(=O)NNC(=O)c2cc3cc([N+](=O)[O-])ccc3oc2=O)cc1OC | -2.8% | 0.0% | -5 | -5% | 1.6% | 3 | 1.6%[50 µM] | 3.8% | i | 1%
CCOc1cc(CN2CCC(n3nccc3NC(=O)C3CC3)CC2)ccc1O | / | 0.0% | / | -9% | / | / | 0.5% | -1.2% | / | 24%
CCC(=O)Nc1nnc(SCC(=O)NCCc2ccc(OC)c(OC)c2)s1 | 0.1% | -0.3% | 9 | 1% | -1.9% | 9 | -0.4% | 2.5% | i | 0%
N#C/C(=C\c1ccccc1[N+](=O)[O-])C(=O)NCc1ccccc1 | / | -0.2% | / | 23% | / | / | 1.8% | 0.3% | i | 10%
Cc1cccc(NS(=O)(=O)c2cc3c4c(c2)CC(=O)N4CCC3)c1C | / | 0.0% | / | -4% | / | / | 0.1% | 7.2% | / | 6%
Nc1cc(N)nc(SCC(=O)Nc2ccc3c(c2)OCCCO3)n1 | -1.6% | -0.6% | -7 | -2% | -5.0% | -68 | -0.1% | 1.4% | i | 6%
CCNc1nc(N)c(C(=C(C#N)C#N)c2ccccc2)s1 | -3.6% | 1.3% | -6 | -11% | -4.0% | -12 | -0.4% | 0.8% | i | 7%
COc1ccc(CNC(=O)COC(=O)c2cc(-c3cccs3)nc3ccccc23)cc1OC | -2.5% | 0.5% | -16 | -1% | -5.1% | 1 | 0.1% | 2.2% | i | -1%
COc1ccc(NC(=O)C/C(C)=N/NC(=O)c2ccccn2)c(OC)c1 | / | -0.3% | / | -4% | / | / | -0.4% | 1.7% | / | 7%
Cc1cc(C)n(C(=O)COc2ccccc2C)n1 | -1.7% | 0.0% | -15 | -8% | -3.4% | 6 | 1.7% | 1.7% | i | 11%
O=C(O)c1ccc(S(=O)(=O)Nc2ccc(O)c(Sc3nc4ccccc4s3)c2)cc1 | -2.1% | -0.6% | 5 | 0% | -8.3% | 15 | -3.6% | 0.3% | i | 19%
N=C(N)c1ccc(N)cc1 | / | / | / | 1% | / | / | i | 1.9% | / | 6%
Cc1ccc(NC(=O)c2ccc(CSc3ncnc4nc[nH]c34)cc2)c(C)c1 | -0.2% | 0.2% | -6 | -8% | -9.1% | 0 | -0.3% | 12% | i | 2%
COc1cc(C(=O)N/N=C/c2ccc(OC(=O)c3ccccc3Cl)cc2)ccc1O | / | 0.2% | / | -6% | / | / | 4.3%[50 µM] | 1.7% | / | 20%
O=S(=O)(Nc1cccc2ncccc12)c1cccs1 | -0.2% | 0.5% | 59* | -3% | -4.6% | 16* | -0.4% | -3.7% | i | 8%
Cc1c(NS(=O)(=O)c2ccc(NC3CCCC3)c([N+](=O)[O-])c2)c(=O)n(-c2ccccc2)n1C | 3.9% | -0.8% | 8 | -1% | -1.7% | -2 | 2.7% | 0.5% | i | 6%
O=c1cc(-c2ccccc2)nc2nc[nH]n12 | 4.2% | 0.0% | -7 | -1% | -4.7% | -64 | 0.0% | 1.4% | i | -2%
Cc1cc(NC(=O)CSc2nnc(NCc3ccccc3)s2)no1 | / | 1.4% | / | -5% | / | / | 2.1%[50 µM] | 0.0% | i | 6%
O=C(CN1CCOCC1)Nc1cccc([N+](=O)[O-])c1 | / | / | / | -3% | / | / | -0.7% | 1.7% | / | 11%
Cn1c(=N)c(S(=O)(=O)c2ccc(F)cc2)cc2c(=O)n3ccccc3nc21 | 1.3% | -1.1% | -11 | 2% | -1.6% | 6 | 0.1% | 1.8% | i | 8%
Cc1nn(-c2ccccc2)c(C)c1C(=O)Nc1ccc(N2CCOCC2)cc1 | -1.5% | -0.2% | -2 | -8% | -12% | -2 | -0.8% | 1.9% | i | 27%

Other entries
structure | CSM14.1 death rescue | West Nile virus CPE | WT yeast gro inh | NS5 inhibitors | XIAP displacement | WT yeast gro inh mutant strain | UTI89 phage lysis | RSV CPE inhibition | Yfh1-off respiration | SV40 large T antigen
O=C(CCCN1C(=O)c2ccccc2C1=O)Nc1ccccc1 | / | 0.0% | / | -2% | / | / | 1.0% | 1.2% | i | 13%
CCOc1ccc(CN(C)Cc2cc(=O)oc3cc(C)c(Cl)cc23)cc1 | / | -1.3% | / | -5% | / | / | 0.2% | 3.5% | / | 8%
COc1ccc(S(=O)(=O)N2CCOC23CCN(S(=O)(=O)c2cc(C)ccc2C)CC3)cc1 | / | / | / | 4% | / | / | 0.9%[50 µM] | 0.5% | / | 14%
O=C(CCN1C(=O)c2ccccc2C1=O)Nc1ccncc1 | 3.3% | 0.0% | 2 | -5% | -10% | -3 | 0.0% | -0.2% | i | 13%
CNc1ncc(C(=O)C(C)(C)C)s1 | 0.0% | -0.1% | 0 | -4% | -6.4% | 10 | 0.0% | 0.4% | i | 5%
COCCn1c(C)cc(C(=O)CSc2nnc3ccccn23)c1C | -0.2% | 0.2% | 9 | -3% | 2.6% | -3 | 1.6% | 1.4% | i | 9%
O=C1CCCC2=C1C(c1ccc(O)c(O)c1)c1c(ccc3ncccc13)N2 (stereo unspecified) | -0.2% | 0.0% | -5 | / | -4.2% | 6 | / | 0.9% | i | ?
CCCOc1ccc(Cn2c(O)cc(=O)[nH]c2=O)cc1 | 0.4% | 0.3% | -5 | -25% | -8.5% | -18 | 0.2% | / | i | 28%
Cc1ccc(S(=O)(=O)NNC(=O)c2ccc3ccccc3n2)cc1 | / | -0.3% | / | -6% | / | / | 0.8% | 0.7% | / | 15%
Cc1nc(/C(N)=N/OC(=O)c2ccccc2Cl)c(C(F)(F)F)o1 | / | -0.1% | / | -5% | / | / | 0.7% | 2.3% | i | 7%
